3CLpro inhibitor = SARS-CoV 3CLpro protease inhibitors, primary screen, biochemical, quenched FRET | Replicase polyprotein 1ab (Severe acute respiratory syndrome coronavirus), P0C6X7 | recombinant SARS-CoV 3CLpro, quenched FRET peptide cleavage | inhibition, % at 6 µM | 290,000 tested, 0.14% active; in the data active means inhibition above about 12%
An asterisk follows results filed as active.

Start of the listing, in advance, 3 compounds:
SMILES	3CLpro inhibitor
Cc1ccc(Cl)cc1Nc1nc(-c2sc(NC(=O)c3cccc(Cl)c3)nc2C)cs1	6.3
CC12OC1C1(O)CCCC1=CC2=O (centres undefined)	-9.2
C#CCOCCOCCOCCNc1nc(N2CCN(C(=O)[C@H](Cc3ccc(O)cc3)n3cc(CCO)nn3)CC2)nc(N2CCN(C(=O)[C@H](Cc3ccc(O)cc3)n3cc(CCO)nn3)CC2)n1	2.6

Results, repeating the preview:
SMILES	3CLpro inhibitor
Cc1ccc(Cl)cc1Nc1nc(-c2sc(NC(=O)c3cccc(Cl)c3)nc2C)cs1	6.3
CC12OC1C1(O)CCCC1=CC2=O (centres undefined)	-9.2
C#CCOCCOCCOCCNc1nc(N2CCN(C(=O)[C@H](Cc3ccc(O)cc3)n3cc(CCO)nn3)CC2)nc(N2CCN(C(=O)[C@H](Cc3ccc(O)cc3)n3cc(CCO)nn3)CC2)n1	2.6
Clc1ccc2c(Cl)c(-c3nnc(-c4ccccc4)o3)sc2c1	5.0
CCOC(=O)C1=c2/c(=C/c3ccccc3OC)c(N)c(C#N)n2C(=O)C(c2ccccc2OC)S1 (centres undefined)	8.4
O=C1CCCc2nc3nc4ccccc4n3cc21	-2.5
C/C(CC(=O)Nc1ccccn1)=N\NC(=O)c1ccncc1	0.6
CC1(C2(O)CC(c3ccccc3)ON2)CCCCC1 (centres undefined)	0.4
O=S(=O)(Nc1nc2ccccc2nc1-[n+]1cccc(N=C([O-])c2ccccc2Cl)c1)c1ccccc1	-1.8
Cc1ccc2nc3sc(C(=O)Nc4ccc(N5CCOCC5)cc4)c(N)c3cc2c1	2.0
Cc1ccc(/C(O)=C2\C(=O)C(=O)N(CCCN(C)C)C2c2ccccn2)cc1 (centres undefined)	8.8
CCOC(=O)c1c(NC(=O)c2noc3c2CCCC3)sc(C)c1C	1.5
Cc1nc(Nc2nc(=O)c3ccccc3n2C)nc2c(C)cccc12	1.2
O=C(O)C1CCC(CNCc2cccnc2)CC1 (centres undefined)	-3.4
CC1CCC(C(C)C)C(OP(=O)(c2ccc(N(C)C)cc2)C(O)c2cccnc2)C1 (centres undefined)	-2.8
CN(C)CCCNc1c(C(=O)O)cnc2c1cnn2C	1.2
COc1ccc(CC(=O)Nc2cccc(C(=O)Nc3cccc(C)c3)c2)cc1	0.3
CCNc1nc(NCC)nc(ON=C(C)C)n1	-0.3
CCC(=O)NCCNc1ccc([N+](=O)[O-])cn1	5.3
c1ccc2c(c1)nc(N1CCN(C3CCCCC3)CC1)c1nnnn12	1.6
CCOc1ccc2nc(NC3=NCN(CC4CCCO4)CN3)nc(C)c2c1 (centres undefined)	-0.1
COc1cc(C2CC(=O)n3c(nc4ccccc43)S2)cc(OC)c1OC (centres undefined)	0.5
Cc1nnc(NC(=O)c2oc3cc(C)c(C)cc3c2C)s1	-4.3
Cc1cc(C(=O)N/N=C/c2cc(Br)cc(Br)c2OC(=O)c2ccccc2)n[nH]1	4.5
O=C(/C=C/c1ccc(Cl)cc1)NC(=S)NN1CCCCC1c1cccnc1 (centres undefined)	4.4

Exported comma-delimited: part of the list above.
SMILES,3CLpro inhibitor
O=C1CCCc2nc3nc4ccccc4n3cc21,-2.5
C/C(CC(=O)Nc1ccccn1)=N\NC(=O)c1ccncc1,0.6

Five structures out of the list, sorted by SMILES length, high to low.
SMILES	3CLpro inhibitor
Cc1cc(C(=O)N/N=C/c2cc(Br)cc(Br)c2OC(=O)c2ccccc2)n[nH]1	4.5
Cc1ccc(Cl)cc1Nc1nc(-c2sc(NC(=O)c3cccc(Cl)c3)nc2C)cs1	6.3
COc1cc(C2CC(=O)n3c(nc4ccccc43)S2)cc(OC)c1OC (centres undefined)	0.5
CN(C)CCCNc1c(C(=O)O)cnc2c1cnn2C	1.2
O=C1CCCc2nc3nc4ccccc4n3cc21	-2.5

Further entries follow:
SMILES	3CLpro inhibitor
COC(=O)[C@H](Cc1ccccc1)NC(=O)O[C@@H]1C(=O)c2cc(Br)ccc2O[C@H]1c1cccc(OC)c1	3.2
O=[N+]([O-])c1ccc(N2CCN(S(=O)(=O)c3ccccc3)CC2)cc1NCc1ccco1	-1.1
C/C(=N\N1CCCCCC1)c1c(O)n(C)c(=O)n(C)c1=O	-2.6
CC1C/C(=C/c2ccco2)C(=O)/C(=C/c2ccco2)C1 (centres undefined)	-1.5
CC(=O)Nc1ccc(S(=O)(=O)Oc2ccc3c(c2)C(C)=CC(C)(C)N3)cc1	9.1
Brc1ccc(C2=Nn3c(nnc3-c3ccncc3)SC2)cc1	-3.6
COc1cc(S(=O)(=O)Nc2ccccc2)ccc1N=Cc1c(C)[nH]n(-c2ccc(C)cc2)c1=O	7.6
Cc1cccn2c(=O)c3cc(C#N)c(=N)n(CC4CCCO4)c3nc12 (centres undefined)	-2.0
O=C(NCCO)Nc1ccc2nc(-c3ccco3)c(-c3ccco3)nc2c1	0.4
CCCCNS(=O)(=O)c1ccc2nc(-c3cccnc3)cc(C(=O)NCCCOCC)c2c1	2.1
CCc1nnc(NC(=O)c2csc3c2CCC(C)C3)s1 (centres undefined)	0.1
Cc1ccc(CNC(=O)Cn2c(=O)c3sccc3n(Cc3cccc([N+](=O)[O-])c3)c2=O)cc1	-0.3
CC1CCN(C(=O)c2cc(N3C(=O)C4C5CCC(C5)C4C3=O)ccc2Cl)CC1 (centres undefined)	-0.3
COC(=O)C/C=C/[C@@H](C)[C@@H](/C=N/OC[C@H]1O[C@H](c2ccccc2)C=C[C@@H]1Oc1ccc(OC)cc1)OC	1.9
CN(C)CCCN1C(=O)C(=O)/C(=C(/O)c2ccc3c(c2)OCO3)C1c1ccccn1 (centres undefined)	-1.3
O=C(CSc1nc(N2CCCCC2)nc(N2CCCCC2)n1)NC1CCCCC1	6.6
Cc1cc(=O)n(C)c(=O)n1CCCCCCOc1ccc([N+](=O)[O-])cc1	1.5
Nc1nc2ccc(Cl)cc2c2nc(-c3ccco3)nn12	2.2
Cc1ccc2c(c1)N/C(=C(\C=C(/Cl)[N+](=O)[O-])[N+](=O)[O-])N2	0.5
CC(=O)Nc1nc2c(c3c1c(=O)oc1ccccc13)CCCC2	-0.9
CC(C)Cn1c(N)c(C(=O)CSc2nc3ccccc3c(=O)n2CCCN2CCOCC2)c(=O)n(C)c1=O	1.6
Cc1cc(Cl)ccc1OCC(O)CN1C(C)CCCC1C (centres undefined)	0.8
O=C(Cn1nnc2ccccc2c1=O)NCCc1ccc(F)cc1	-7.2
Cc1nn2c(=O)nc3sc4c(c3c2[nH]c1=O)CCCC4	1.3
CC(OC(=O)c1ccc2ncsc2c1)C(=O)NCc1ccccc1 (centres undefined)	1.0
SMILES	3CLpro inhibitor
CN(C)c1ccc(/C=C/c2cc[n+]([O-])cc2)cc1	8.2
O=C1Nc2ccc(C(F)(F)F)cc2N2CCCC12 (centres undefined)	-5.9
Cc1ccc(NC(=O)COc2ccccc2C(=O)NCCN(C)C)cc1	-1.1
O=C(CSc1nc(N2CCCCC2)nc(N2CCCCC2)n1)N1CCc2ccccc21	1.1
O=C1CC(=O)c2c1cccc2[N+](=O)[O-]	0.3
C#CCOCCOCCOCCNc1nc(N2CCN(C(=O)[C@H](CCC(=O)O)n3cc(C(N)Cc4ccc(O)cc4)nn3)CC2)nc(N2CCN(C(=O)[C@H](Cc3cc4ccccc4[nH]3)n3cc(C(N)CC(C)C)nn3)CC2)n1 (some centres undefined)	-6.0
COc1ccc(CN(C)c2nc(-c3cccnc3)nc3ccccc23)cc1OC	-0.7
CN1CCN(S(=O)(=O)c2ccc(N(C)CC(=O)Nc3ccc(F)cc3)nc2)CC1	1.2
CCOC(=O)CCCCC(=O)c1[nH]c(=O)[nH]c1CSc1nnc2c3cc(Br)ccc3n(C)c2n1	-1.8
Cc1cccc(NC(=O)c2c(O)c3cccc4c3n(c2=O)CCC4)n1	-1.8
CC1(C)S[C@@H]2[C@H](NC(=O)[C@H](C(=O)O)c3ccsc3)C(=O)N2[C@H]1C(=O)O	-2.8
Cc1ccc(/C=C/C(=O)Oc2ccc(C#N)cc2)o1	-0.3
Cn1c(N)c(C(=O)COC(=O)c2cc(-c3ccco3)nc3ccccc23)c(=O)n(Cc2ccccc2)c1=O	3.7
CCOc1nc(-c2ccc(OC)cc2)ccc1-c1noc(-c2cccnc2)n1	-0.6
Cc1ccc(CNC(=O)c2sc3ccc(S(=O)(=O)N4CCCCC4)cc3c2N)cc1	2.6
COCCn1c(SCC(=O)Nc2ccc(OC)cc2)nc2c(oc3ccccc32)c1=O	1.1
CC(C)CNC(=O)c1ccc(Cl)c(NC(=O)COc2ccccc2)c1	0.8
CCOC(=O)c1cnn(-c2ncnc3c2cnn3Cc2ccccc2)c1N	-3.9
CN1CCN(C2=Nc3cc(F)ccc3Cc3ccccc32)CC1	-2.1
Nc1ccc(N2CCCCCC2)cc1	8.4
CC1(C(=O)CSc2n[nH]c(-c3ccccc3Cl)n2)CCC(=O)O1 (centres undefined)	0.4
CCn1c2ccccc2n2c(=O)c(=O)n(CC(=O)N3CCN(c4ccccc4OC)CC3)nc12	-0.8
Cc1cc(C)c2nc3s/c(=C/c4ccccc4)c(=O)n3c2c1	0.5
CCOC(=O)c1cc2c(ccn2C)n1CC(=O)N1CCN(c2ccccc2OC)CC1	-2.0
Cc1ccc2nc(SCc3cn4c(C)cc(C)nc4n3)[nH]c2c1	-1.2
SMILES	3CLpro inhibitor
C=CCn1c(=O)/c(=C2/SC(C)=C(C)N2CC)s/c1=C1/C(=O)N(C)C(=S)N1c1ccccc1	5.5
CCCN1C(=O)/C(=C/c2c(N3CCNC(=O)C3CC(=O)OC)nc3c(C)cccn3c2=O)SC1=S (centres undefined)	-1.6
CSc1ccc(CN2CCC(O)CC2)cc1	0.9
Cc1ccc(CN2C(=O)C3CCCN3c3ccc(S(=O)(=O)N4CCOCC4)cc32)cc1 (centres undefined)	0.0
CCN1CCN(C(=O)N[C@@H](C(=O)N[C@@H]2C(=O)N3[C@@H]2SC(C)(C)[C@@H]3C(=O)O)c2ccccc2)C(=O)C1=O	-7.0
O=c1c2c3c(sc2nc(N2CCNCC2)n1-c1cccc(Cl)c1)CCCCC3	4.4
Cc1ccc(C2C(C#N)=C(N)SC(N)=C2C#N)o1	-1.3
CCCCn1c(SCc2cc(=O)[nH]c3ccccc23)nc2c1c(=O)n(C)c(=O)n2C	0.4
C#CCOCCOCCOCCNc1nc(N2CCN(C(=O)[C@H](CCCCN)n3cc([C@@H](N)C(C)CC)nn3)CC2)nc(N2CCN(C(=O)[C@H](CCCCN)n3cc([C@@H](N)CO)nn3)CC2)n1 (some centres undefined)	1.2
Cc1ccc(C)c(CSc2nc(-c3ccco3)nc3c2c(=O)n(C)c(=O)n3C)c1	4.4
O=[N+]([O-])c1ccc(C2Oc3ccccc3C3CC(c4ccccc4)=NN32)s1 (centres undefined)	3.3
Cc1ccc(S(=O)(=O)CCC(=O)Nc2ccc(S(=O)(=O)N(C)C)cc2)cc1	-3.4
CCn1c(SCC(=O)N2CCOCC2)nc2oc3c(Cl)cc(Cl)cc3c(=O)c2c1=O	2.0
CCCC(=O)Nc1cc(-c2nnc(OC)c3ccccc23)ccc1N1CCCCC1	-3.8
CCOC(=O)C1=C(C)NC2=C(C(=O)CCC2)C1c1ccsc1 (centres undefined)	-7.5
O=C1CC(c2ccccc2Br)c2cc3c(cc2N1)CCC3 (centres undefined)	1.7
N#Cc1c(SCC(N)=O)nc2c(c1-c1ccc(OCc3ccccc3)cc1)CCCC2	-5.5
N#C/C(C(=O)c1ccccc1)=C1/SC=C(N)N1c1ccccc1	-0.1
CC(=O)c1sc(-c2ccccn2)nc1C	-1.3
CCCOC(=O)c1ccc(Cl)c(NC(=O)c2cccnc2)c1	-0.3
CC(C)C(NC(N)=O)C(=O)NC1CCCCC1 (centres undefined)	1.7
COc1cc(OC)cc(-c2cc3nc(C)cc(N4CCN(C(=O)c5ccco5)CC4)n3n2)c1	1.8
CCN(C(C)=O)c1cccc(-c2ccnc3c(C#N)cnn23)c1	-3.6
CC(Oc1ccc(Br)cc1Br)C(=O)NC1CCCC1 (centres undefined)	2.4
CC(CCc1ccccc1)NC(=O)CCCCCNc1nc(=S)[nH]c2ccccc12 (centres undefined)	-1.5
SMILES	3CLpro inhibitor
CSc1nc(-c2ccco2)nn1S(=O)(=O)c1ccccc1	3.6
O=c1[nH]c(SCc2cc(=O)n3ccccc3n2)nc2c1CCC2	-1.9
Cc1ccn2c(C(=O)N/N=C/c3ccc(CNC(=O)C(=O)Nc4ccc(C)c(C)c4)o3)c(C)nc2c1	-4.2
Cc1ccc2nc3c(cc(C(=O)NC4CCCC4)c(=N)n3CCCn3ccnc3)c(=O)n2c1	4.3
Cn1c(=O)c2c(nc(SCC(=O)N3CCc4ccccc43)n2Cc2ccc(F)cc2)n(C)c1=O	-2.4
CC(/C(O)=C(\C#N)c1nc2ccccc2n1C)N1C(=O)c2ccccc2C1=O (centres undefined)	3.3
Cc1onc(-c2c(Cl)cccc2Cl)c1C(=O)n1nnc2ccccc21	-1.9
COC(=O)c1ccc(NCC(=O)N2CCCCCC2)cc1	3.3
CN1CC[C@]2(c3cccc(O)c3)Cc3nc4ccccc4cc3C[C@H]2C1	6.3
Cc1nc(NC(=O)c2cccc(Cl)c2)sc1-c1csc(Nc2cccc(Cl)c2)n1	1.0
CCc1nc2c(c(=O)c3ccccc3n2C)c(=O)n1CCc1ccc(OC)cc1	5.0
O=S(=O)(c1ccc(S(=O)(=O)N2CCN(Cc3ccccc3)CC2)cc1)N1CCOCC1	-1.2
C=CCn1c(=N)c(C(=O)OCC)cc2c(=O)n3cccc(C)c3nc21	-10.1
COc1ccc(OCc2cc(C(=O)O)c(C)o2)cc1	2.4
O=c1c2ccccc2nc(SCc2cc(=O)n3ccsc3n2)n1CCCO	6.2
COc1cccc2cc(-c3ccnc(=S)[nH]3)oc12	-0.7
CCCn1c(N/N=C(C)\C=C\c2ccccc2)nc2c1c(=O)[nH]c(=O)n2C	1.2
COCCNc1nnnc2c1sc1nc(N3CCOCC3)c3c(c12)CCCC3	2.1
O=C1N=C(N2CCCC2)S/C1=C\c1cn[nH]c1-c1ccccc1	2.6
Cc1cccc(NC(=O)c2snc3c(=O)[nH]cnc23)c1	1.1
Cc1ccc(/C=C2/SC(=S)N(CCC(=O)N3CCN(c4ccccc4)CC3)C2=O)cc1	-5.2
CCOC(=O)C1=C(C)NC(=O)C1CC(=O)Nc1ccccc1 (centres undefined)	-1.2
S=C(NCCc1ccccc1)N/N=C/C1CCCCC1	6.1

From PubChem

An excerpt; count on the stated rates, not on these rows.
